Mtb BioA inh: M. tuberculosis BioA enzyme inhibitors, primary screen, biochemical, plate reader, single point, HTS; purified M. tuberculosis BioA enzyme; inhibition, % at 9.99 µM; 360,000 tested, 0.096% active; AID 602481, 2012; in the data active means inhibition above about 40%
Numbers without * were called inactive. Only part of the results is shown; count on the stated rates, not on these rows.

CCNC(=O)[C@@H]1[C@@H](CO)[C@@H]2Cn3c(ccc(-c4ccccc4F)c3=O)[C@@H]2N1C(C)=O was read as Mtb BioA inh -1.4.
For C[C@@H]1CN([C@H](C)CO)C(=O)c2cc(NC(=O)Cn3cnnn3)ccc2O[C@@H]1CN(C)Cc1ccc2c(c1)OCO2 the results were Mtb BioA inh -0.5.
Screening C[C@@H]1CN([C@H](C)CO)C(=O)c2cccc(N(C)C)c2O[C@@H]1CN(C)C returned Mtb BioA inh -0.9.
C[C@@H]1CN([C@H](C)CO)C(=O)Cc2cc(N(C)C)ccc2O[C@H]1CN(C)C(=O)NC1CCCCC1 was read as Mtb BioA inh 0.5.
COc1ccc(S(=O)(=O)N(C)C[C@@H]2OCc3ccccc3-c3c(n(C)c4ccccc34)C(=O)N([C@@H](C)CO)C[C@H]2C)cc1 was read as Mtb BioA inh -0.7.
`CCC(=O)N1C[C@H](C)[C@H](OC)CN(C)C(=O)c2ccc(NC(=O)c3ccccc3)cc2OC[C@@H]1C` gave Mtb BioA inh -2.2.
Screening COc1ccc(NC(=O)Nc2ccc3c(c2)[C@H]2C[C@H](CC(=O)NCC(F)(F)F)O[C@H](CO)[C@H]2O3)cc1 returned Mtb BioA inh 1.0.
COCC#Cc1cnc2c(c1)C(=O)N([C@@H](C)CO)C[C@@H](C)[C@H](CN(C)Cc1ccccc1)O2 was read as Mtb BioA inh 0.9.
For COc1cccc(CN(C)C[C@@H]2OCc3cn(nn3)CCCC(=O)N([C@H](C)CO)C[C@@H]2C)c1 the results were Mtb BioA inh 0.8.
CO[C@H]1CN(C)C(=O)c2cc(NC(=O)C3CC3)ccc2OC[C@@H](C)N(Cc2cncnc2)C[C@@H]1C was read as Mtb BioA inh -1.9.
For C[C@@H]1CN([C@@H](C)CO)C(=O)Cc2cc(NC(=O)CCCCCC(=O)Nc3ccccc3N)ccc2O[C@H]1CN(C)S(C)(=O)=O the results were Mtb BioA inh -1.3.
CS(=O)(=O)N1[C@H](CO)[C@@H](c2ccc(C#CC3CC3)cc2)[C@@H]1C#N was read as Mtb BioA inh -1.6.
Screening O=C(Nc1ccc2c(c1)[C@@H]1C[C@H](CC(=O)N3CCCCC3)O[C@@H](CO)[C@@H]1O2)c1cccnc1 returned Mtb BioA inh 34.
Screening CO[C@H]1CN(C)C(=O)c2cc(NC(=O)C3CC3)ccc2OC[C@H](C)N(C(=O)c2ccccc2F)C[C@@H]1C returned Mtb BioA inh -1.7.
`CN1C(=O)c2cc(NC(=O)C3CCOCC3)ccc2OC[C@@H]2O[C@H](CC(=O)O)CC[C@H]21` gave Mtb BioA inh -0.2.
For CCNC(=O)C[C@H]1CC[C@@H]2[C@H](COC[C@@H](O)CN2C(=O)Nc2ccc(Cl)c(Cl)c2)O1 the results were Mtb BioA inh 14.
`C[C@@H]1CCCCO[C@@H](CN(C)S(C)(=O)=O)[C@H](C)CN([C@H](C)CO)C(=O)c2cc(NC(=O)Nc3ccccc3)ccc2O1` gave Mtb BioA inh 2.2.
`CO[C@@H]1CN(C)C(=O)c2ccc(NC(=O)C3CC3)cc2OC[C@@H](C)N(C(=O)c2ccccc2)C[C@@H]1C` gave Mtb BioA inh 4.8.
Screening CC(C)C(=O)Nc1ccc2c(c1)C(=O)N(C)[C@H]1CC[C@@H](CC(=O)O)O[C@@H]1CO2 returned Mtb BioA inh -3.0.
`Cc1ccc(S(=O)(=O)Nc2ccc3c(c2)C(=O)N([C@@H](C)CO)C[C@H](C)[C@H](CN(C)S(=O)(=O)c2ccc(C)cc2)O3)cc1` gave Mtb BioA inh 1.8.
COc1cccc(CNC(=O)C[C@@H]2C=C[C@H](NC(=O)C3CC3)[C@H](CO)O2)c1 was read as Mtb BioA inh -2.5.
For CCC(=O)N[C@H]1C=C[C@H](CC(=O)NCc2ccc(OC)cc2)O[C@@H]1CO the results were Mtb BioA inh -3.5.
Screening C/C=C/c1ccc2c(c1)O[C@H](CN(C)C(=O)c1ccccc1F)[C@H](C)CN([C@H](C)CO)S2(=O)=O returned Mtb BioA inh 2.5.
For Cc1ccccc1-c1cnc2c(c1)C(=O)N([C@H](C)CO)C[C@H](C)[C@@H](CN(C)C(=O)c1ccccc1)O2 the results were Mtb BioA inh 1.5.
Screening COc1ccc(S(=O)(=O)N(C)C[C@H]2Oc3c(NC(=O)Nc4ccc(C(F)(F)F)cc4)cccc3C(=O)N([C@H](C)CO)C[C@H]2C)cc1 returned Mtb BioA inh -1.2.
For C[C@@H]1CN([C@H](C)CO)C(=O)c2cc(NC(=O)CCC(F)(F)F)ccc2O[C@@H]1CN(C)S(=O)(=O)c1cccs1 the results were Mtb BioA inh 1.6.
CO[C@@H]1CN(C)C(=O)c2ccc(NC(=O)C3CC3)cc2OC[C@H](C)N(Cc2cccnc2)C[C@H]1C was read as Mtb BioA inh -1.6.
For Cc1ccccc1S(=O)(=O)NCC[C@H]1CC[C@@H](NC(=O)Nc2cccc(F)c2)[C@H](CO)O1 the results were Mtb BioA inh 46*.
O=C(Cc1ccccc1)N1CC[C@@H]2[C@H]1c1cc(Br)ccc1N[C@@H]2CO was read as Mtb BioA inh 86*.
`COc1ccc(S(=O)(=O)N(C)C[C@H]2Oc3ccc(NC(=O)CCCN(C)C)cc3CC(=O)N([C@@H](C)CO)C[C@@H]2C)cc1` gave Mtb BioA inh -2.8.
`O=C(C[C@@H]1CC[C@@H]2NC[C@@H](O)COC[C@H]2O1)NCCc1ccncc1` gave Mtb BioA inh -0.1.
For C[C@@H]1CCCCO[C@H](CN(C)S(=O)(=O)c2ccc(Cl)cc2)[C@H](C)CN([C@H](C)CO)C(=O)c2cc(N(C)C)ccc2O1 the results were Mtb BioA inh -0.5.
For CO[C@H]1CC[C@H]2CCOc3c(C#N)cccc3C(=O)N(C)CCCC(=O)N(C)C[C@@H]1O2 the results were Mtb BioA inh -0.6.
For CC(C)C#Cc1ccc2c(c1)O[C@H](CN(C)C(=O)c1ccncc1)[C@@H](C)CN([C@@H](C)CO)S2(=O)=O the results were Mtb BioA inh 0.6.
`C[C@@H]1CN([C@H](C)CO)C(=O)c2ccccc2-c2ccccc2CO[C@@H]1CN(C)Cc1ccc(C(=O)O)cc1` gave Mtb BioA inh -0.2.
Cc1noc(C)c1NC(=O)N(C)C[C@H]1OCCCC[C@@H](C)Oc2ccc(NS(=O)(=O)c3ccc(F)cc3)cc2C(=O)N([C@H](C)CO)C[C@H]1C was read as Mtb BioA inh 0.4.
Screening C[C@@H]1CN([C@H](C)CO)C(=O)c2cc(NS(=O)(=O)c3ccc(F)cc3)ccc2O[C@@H](C)CCCCO[C@@H]1CN(C)Cc1ccc(C(=O)O)cc1 returned Mtb BioA inh -0.6.
Screening N#C[C@H]1N[C@@H](CO)[C@H]1c1ccc(C#CC2CCCC2)cc1 returned Mtb BioA inh 10.
C[C@@H]1CN([C@@H](C)CO)C(=O)c2cc(NS(=O)(=O)c3ccc(F)cc3)ccc2O[C@@H](C)CCCCO[C@@H]1CN(C)C was read as Mtb BioA inh 0.2.
`C[C@H](CO)N1C[C@H](C)[C@@H](CN(C)C(=O)c2cccnc2)Oc2ncc(-c3ccc(F)cc3)cc2C1=O` gave Mtb BioA inh -1.3.

Reprinted from above for reference:
Cc1noc(C)c1NC(=O)N(C)C[C@H]1OCCCC[C@@H](C)Oc2ccc(NS(=O)(=O)c3ccc(F)cc3)cc2C(=O)N([C@H](C)CO)C[C@H]1C was read as Mtb BioA inh 0.4.
Screening C[C@@H]1CN([C@H](C)CO)C(=O)c2cc(NS(=O)(=O)c3ccc(F)cc3)ccc2O[C@@H](C)CCCCO[C@@H]1CN(C)Cc1ccc(C(=O)O)cc1 returned Mtb BioA inh -0.6.
Screening N#C[C@H]1N[C@@H](CO)[C@H]1c1ccc(C#CC2CCCC2)cc1 returned Mtb BioA inh 10.
C[C@@H]1CN([C@@H](C)CO)C(=O)c2cc(NS(=O)(=O)c3ccc(F)cc3)ccc2O[C@@H](C)CCCCO[C@@H]1CN(C)C was read as Mtb BioA inh 0.2.
`C[C@H](CO)N1C[C@H](C)[C@@H](CN(C)C(=O)c2cccnc2)Oc2ncc(-c3ccc(F)cc3)cc2C1=O` gave Mtb BioA inh -1.3.

Additional results.
Screening CCCNC(=O)N(C)C[C@@H]1Oc2ncc(C#CC3(O)CCCC3)cc2C(=O)N([C@@H](C)CO)C[C@@H]1C returned Mtb BioA inh -2.9.
O=C(C[C@@H]1CC[C@H](NS(=O)(=O)c2ccccc2)[C@@H](CO)O1)NCCN1CCCCC1 was read as Mtb BioA inh -4.2.
Screening CC=Cc1ccc2n(c1=O)C[C@@H]1[C@@H](CO)[C@H](C(=O)Nc3ccc(-c4ccccc4)cc3)[C@H]2N1C (mixture of isomers) returned Mtb BioA inh 0.8.
CNC[C@@H]1Oc2c(NS(C)(=O)=O)cccc2C(=O)N([C@H](C)CO)C[C@H]1C was read as Mtb BioA inh -1.8.
For Cn1cnc(CCNC(=O)C[C@H]2CC[C@H]3[C@@H](COC[C@@H](O)CN3C(=O)Nc3ccc(Cl)cc3)O2)c1 the results were Mtb BioA inh 1.8.
For CCC(=O)Nc1ccc2c(c1)C(=O)N(C)[C@@H]1CC[C@H](CC(=O)NCc3ccccc3Cl)O[C@H]1CO2 the results were Mtb BioA inh -5.5.
CC(=O)N(C)C[C@@H]1Oc2cc(C#CC3(O)CCCC3)ccc2S(=O)(=O)N([C@@H](C)CO)C[C@@H]1C was read as Mtb BioA inh -1.0.
For CC(=O)Nc1ccc2c(c1)C(=O)N(C)[C@H]1CC[C@H](CC(=O)NCc3ccccc3Cl)O[C@@H]1CO2 the results were Mtb BioA inh 7.7.
Screening C[C@@H]1CN([C@H](C)CO)C(=O)c2cc(-c3cccnc3)cnc2O[C@@H]1CN(C)C(=O)c1cccc(F)c1 returned Mtb BioA inh -1.8.
CCCC(=O)Nc1ccc2c(c1)C(=O)N(C)C[C@@H](OC)[C@@H](C)CN(C)[C@H](C)CO2 was read as Mtb BioA inh -0.2.
Screening O=C(NC[C@H]1N[C@H](CO)[C@H]1c1ccccc1)c1ccccc1F returned Mtb BioA inh -0.9.
For CCC(=O)Nc1ccc2c(c1)OC[C@H](C)N(C(=O)CN1CCOCC1)C[C@H](C)[C@H](OC)CN(C)C2=O the results were Mtb BioA inh -2.9.
Screening CO[C@H]1CC[C@@H]2CCOc3c(C#N)cccc3C(=O)N(C)C[C@H](c3ccccc3)CC(=O)N(C)C[C@@H]1O2 returned Mtb BioA inh -2.4.
`C[C@H]1CN([C@@H](C)CO)C(=O)c2cc(-c3ccc(C#N)cc3)cnc2O[C@H]1CN(C)C(=O)c1cccnc1` gave Mtb BioA inh 1.8.
CN1C(=O)c2cc(NS(C)(=O)=O)ccc2OC[C@H]2O[C@H](CC(=O)N3CCOCC3)CC[C@@H]21 was read as Mtb BioA inh -1.3.
C[C@@H]1CCCCO[C@H](CN(C)Cc2ccc3c(c2)OCO3)[C@@H](C)CN([C@@H](C)CO)C(=O)c2cc(NS(=O)(=O)c3cccs3)ccc2O1 was read as Mtb BioA inh 3.1.
C[C@@H]1CN([C@H](C)CO)C(=O)c2cc(-c3cccc(F)c3)cnc2O[C@H]1CN(C)C was read as Mtb BioA inh -1.2.
Cc1ccc(S(=O)(=O)Nc2ccc3c(c2)C(=O)N([C@@H](C)CO)C[C@H](C)[C@H](CN(C)Cc2ccc4c(c2)OCO4)O3)cc1 was read as Mtb BioA inh -0.1.
Screening COc1ccccc1C(=O)N1C[C@@H]2[C@H](c3ccccc31)[C@H](CO)N2C(=O)C1CCOCC1 returned Mtb BioA inh -0.3.
For CCC(=O)N(C)C[C@@H]1Oc2cc(C#CC3CC3)ccc2S(=O)(=O)N([C@@H](C)CO)C[C@H]1C the results were Mtb BioA inh -1.1.
Screening CCNC(=O)C[C@H]1CC[C@@H]2[C@@H](COc3ccc(NC(=O)c4cccc(OC)c4)cc3C(=O)N2C)O1 returned Mtb BioA inh 1.0.
Screening O=C(C[C@@H]1C[C@@H]2c3cc(NC(=O)C4CCC4)ccc3O[C@@H]2[C@@H](CO)O1)NCCN1CCCCC1 returned Mtb BioA inh -1.2.
`N#C[C@H]1[C@@H](c2ccc(C3=CCCC3)cc2)[C@@H](CO)N1C(=O)c1cccc(F)c1` gave Mtb BioA inh 24.
Screening COCC(=O)Nc1ccc2c(c1)C(=O)N(C)[C@@H]1CC[C@H](CC(=O)NCCc3ccncc3)O[C@@H]1CO2 returned Mtb BioA inh -4.3.
Screening O=C(Nc1ccc(Cl)cc1)N1C[C@H]2[C@@H](c3ccccc31)[C@@H](CO)N2CC1CCCC1 returned Mtb BioA inh -3.6.
OC[C@@H]1[C@H](c2ccc(C#CC3(O)CCCC3)cc2)[C@H]2CN(Cc3cccnc3)CCCCN12 was read as Mtb BioA inh -4.0.
`C[C@H]1CN([C@@H](C)CO)C(=O)c2cccc(NC(=O)Nc3ccc(F)cc3)c2O[C@@H]1CN(C)S(=O)(=O)c1ccc(Cl)cc1` gave Mtb BioA inh -4.2.
O=C(Nc1cccc(F)c1)N1C[C@H]2[C@@H](c3ccccc31)[C@@H](CO)N2C(=O)Cc1ccccn1 was read as Mtb BioA inh -0.3.
`O=C(Nc1ccc2c(c1)[C@H]1C[C@H](CC(=O)N3CCc4ccccc4C3)O[C@H](CO)[C@H]1O2)Nc1ccccc1F` gave Mtb BioA inh -0.4.
For C[C@@H]1CCCCO[C@@H](CN(C)S(=O)(=O)c2ccc(F)cc2)[C@H](C)CN([C@@H](C)CO)C(=O)c2cc(NS(=O)(=O)c3ccc(F)cc3)ccc2O1 the results were Mtb BioA inh -2.6.

Two compounds picked at random from the list so far, as already listed:
For C[C@@H]1CCCCO[C@@H](CN(C)S(=O)(=O)c2ccc(F)cc2)[C@H](C)CN([C@@H](C)CO)C(=O)c2cc(NS(=O)(=O)c3ccc(F)cc3)ccc2O1 the results were Mtb BioA inh -2.6.
`O=C(Nc1ccc2c(c1)[C@H]1C[C@H](CC(=O)N3CCc4ccccc4C3)O[C@H](CO)[C@H]1O2)Nc1ccccc1F` gave Mtb BioA inh -0.4.
